# Compound activity as filed in PubChem BioAssay.
# KB-3-1 tox: KB-3-1 parental cell cytotoxicity | Potency, µM (top dose mostly 46.1 µM), without a hit: at the top dose activity change, negative = cytotoxic, hits mostly cytotoxic | AID 1347075 | KB-3-1 viability, CellTiter-Glo ATP luminescence, 72 h | hit rate 1.4% among 400,000; note: potency is the fitted concentration of half-maximal effect; % is set by controls: 0 for no effect and ±100 for the full control effect; nearly all actives have a fitted effect of over 60% in size
#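 Cytotoxicity in the drug-sensitive parental line KB-3-1 was scored as loss of CellTiter-Glo luminescence following 72 h incubation with compound. Values come from curve fitting of normalized concentration-response data.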
# KB-V1 cytotox: kills drug-selected multidrug resistant KB-V1 cells | KB-V1 MDR cells viability, CellTiter-Glo, 72 h | Potency, µM (series often up to 46.1 µM), for inactives: at the top dose activity change, negative = cytotoxicity, usual class: cytotoxic | hit rate 3.4% among 400,000 | AID 1347076; note: potency is the fitted concentration of half-maximal effect; % is set by controls: 0 for no effect and ±100 for the full control effect; nearly all actives have a fitted effect of over 60% in size
#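 Readout: CellTiter-Glo luminescence, 10 min after addition. Cells: KB-V1 MDR subline, 72 h at 37 degrees C with compound. Analysis: corrected, normalized data fitted to concentration-effect curves.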
# HT1080-NT tox: kills 2HG-producing HT-1080-NT fibrosarcoma cells. hit rate 1.6% among 360,000. Potency, µM (doses to about 46.1 µM), for inactives: top-dose activity, negative = less viability, most hits filed as cytotoxic. HT-1080-NT fibrosarcoma viability, CellTiter-Glo ATP luminescence, 48 h;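 note: NT is the 2HG producing partner of a matched IDH1 knockdown line; potency is the fitted concentration of half-maximal effect; 0% = DMSO-treated cells and -100% = media-only wells without cells; nearly all actives have a fitted effect of over 55% in size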
#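 Compounds were tested in concentration-response format on HT-1080-NT cells for 48 hours at 37 degrees C. Cell viability came from CellTiter-Glo luminescence; curves were classified by r2, response magnitude and activity.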
# HT1080 IDH1KD tx: HT-1080 IDH1 knockdown cell toxicity (counter line) | hit rate 2% among 360,000 | HT-1080 IDH1 knockdown viability, ATP luminescence, 48 h | Potency, µM (doses to about 46.1 µM), for inactives: at the highest dose activity, negative = toxicity, actives largely listed as cytotoxic | AID 686971;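 note: potency is the fitted concentration of half-maximal effect; 0% = DMSO wells and -100% = cell-free medium wells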
#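 % activity derives from luminescence (CellTiter-Glo), normalised to DMSO and no-cell wells. HT-1080-IDH1KD cells, 750/well, had 48 h compound exposure at 37 °C.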
# SW480 rereplic: inducers of DNA re-replication in SW480 colon cancer cells. SW480 DNA re-replication, Hoechst DNA content imaging, 48 h. Potency, µM (series often up to 46.1 µM), without a hit: top-dose re-replication activation, most hits filed as activators. hit rate 1.8% among 340,000. AID 624297; note: potency is the fitted concentration of half-maximal effect; % of control where 0% means no effect; nearly all actives have a fitted effect of over 55% in size
#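 Image-based DNA-content assay: after two days of treatment, nuclei were labelled with the DNA dye Hoechst and imaged, and hits were compounds raising the count of nuclei showing high fluorescence intensity.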
# MCF10A rereplic: induces DNA re-replication in MCF 10a normal breast cells; MCF 10A DNA re-replication, Hoechst nuclear intensity, 48 h; Potency, µM (doses to about 46.1 µM), for inactives: top-dose activity, positive = re-replication, actives largely listed as activators; hit rate 2.9% among 350,000; AID 624296; note: potency is the fitted concentration of half-maximal effect; % of control where 0% means no effect; nearly all actives have a fitted effect of over 50% in size
# HEK293 tox: cytotoxicity counter-screen for GLP-1 receptor inverse agonists; HEK293 cAMP-luciferase reporter cells, luminescence, 24 h; Potency, µM (series often up to 38.3 µM), for inactives: top-dose activity change, negative = inhibition, actives largely listed as inhibitors; hit rate 0.13% among 410,000;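 note: loss of luciferase light is scored as toxicity; potency is the fitted concentration of half-maximal effect; % is set by controls: 0 for no effect and ±100 for the full control effect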
#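 Compound-treated cells are incubated 24 hr at 37 deg C under 5% CO2 after a 12 hour attachment period, then luciferase detection reagent is added and luminescence is measured following 12 min at room temperature; lowered signal indicates toxicity.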
# DRD3 agonist: D3 dopamine receptor (human) agonism; hit rate 0.58% among 410,000; max activation, %; D3R DiscoveRx beta-arrestin cells, luminescence, 90 min; P35462; in the data active = max activation above about 30%; note: 0% is about no effect; mostly tested at two doses, the higher about 12 µM
# Target sequence (P35462 whole entry, looked up): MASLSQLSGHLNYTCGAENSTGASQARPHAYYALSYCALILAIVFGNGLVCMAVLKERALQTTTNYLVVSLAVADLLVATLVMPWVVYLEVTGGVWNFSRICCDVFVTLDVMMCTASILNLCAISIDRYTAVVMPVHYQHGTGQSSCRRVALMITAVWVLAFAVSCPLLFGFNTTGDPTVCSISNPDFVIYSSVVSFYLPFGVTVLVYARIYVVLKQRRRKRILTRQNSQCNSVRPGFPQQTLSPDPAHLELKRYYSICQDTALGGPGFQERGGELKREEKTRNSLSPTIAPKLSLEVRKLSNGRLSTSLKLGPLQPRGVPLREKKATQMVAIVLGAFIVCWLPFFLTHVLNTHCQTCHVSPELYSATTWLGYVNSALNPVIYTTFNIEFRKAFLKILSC
#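 Cells at 1500/well, incubated overnight, then treated with pinned compounds (dopamine as control) for 90 min at 37 degrees C. DiscoveRx reagent added for 30 - 60 minutes at room temperature; luminescence read.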
# IL-1B inflam inh: inflammasome signaling inhibition, IL-1 beta readout; THP-1 LPS/ATP IL-1B secretion, AlphaLISA, 16 h; active compounds read low; activity change, % at 57.5 µM; hit rate 4.7% among 360,000; in the data active = activity change below about -50%; inconclusive = mostly about -30% to -49%; note: % is set by controls: 0 for no effect and ±100 for the full control effect
#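 Secreted IL-1B measured by AlphaLISA bead assay after 16 h compound exposure of THP-1 cells; compounds (final up to 57.5 uM) added 1 h before LPS (250 ng/mL) and ATP (1.25 mM) stimulation; lower signal means less secretion.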
# * hit, by the source's call; i = inactive; ? = inconclusive; . = not tested or not shown; [ ] = dose if it differs, or a comment. Unless noted, calls come from the whole dose curve; as a rule, active = well fitted curve in the direction sought with a large enough effect; inconclusive = small, poorly fitted or top-dose-only effect, or another doubt; inactive = no such curve, though single readings can be large; an effect the other way counts as inactive or inconclusive.
# Sample of the layout (five entries):
molecule	KB-3-1 tox	KB-V1 cytotox	HT1080-NT tox	HT1080 IDH1KD tx	SW480 rereplic	MCF10A rereplic	HEK293 tox	DRD3 agonist	IL-1B inflam inh
CCc1ccc(NC(=S)N(CCN2CCCCC2)Cc2ccco2)cc1	-4%	3%	-7%	-6%	12%	?	3%	-36	?
COc1ccc(CCN(C)C(=O)c2cc(-c3ccccc3)nc3ccc(C)cc23)cc1OC	-14%	-19%	0%	-5%	-4%	-14%	-1%	1	-23
CCOc1ccc(CNC(=O)C(CC)n2nc(C)n3c(cc4occc43)c2=O)cc1OC (stereo unspecified)	14%	9%	10%	10%	1%	2%	-6%	-5	12
O=C(NNc1ccccc1Cl)C(O)(c1cccc(C(F)(F)F)c1)c1cccc(C(F)(F)F)c1	?	?	?	?	?	16µM*	?	3	-7
CC(C)OC(=O)CSc1nc(-c2ccc(F)cc2)cc(C(F)(F)F)n1	-13%	-10%	1%	2%	-6%[9.22 µM]	?	17%	-7	-14

# This part in full (from the top)
molecule	KB-3-1 tox	KB-V1 cytotox	HT1080-NT tox	HT1080 IDH1KD tx	SW480 rereplic	MCF10A rereplic	HEK293 tox	DRD3 agonist	IL-1B inflam inh
CCc1ccc(NC(=S)N(CCN2CCCCC2)Cc2ccco2)cc1	-4%	3%	-7%	-6%	12%	?	3%	-36	?
COc1ccc(CCN(C)C(=O)c2cc(-c3ccccc3)nc3ccc(C)cc23)cc1OC	-14%	-19%	0%	-5%	-4%	-14%	-1%	1	-23
CCOc1ccc(CNC(=O)C(CC)n2nc(C)n3c(cc4occc43)c2=O)cc1OC (stereo unspecified)	14%	9%	10%	10%	1%	2%	-6%	-5	12
O=C(NNc1ccccc1Cl)C(O)(c1cccc(C(F)(F)F)c1)c1cccc(C(F)(F)F)c1	?	?	?	?	?	16µM*	?	3	-7
CC(C)OC(=O)CSc1nc(-c2ccc(F)cc2)cc(C(F)(F)F)n1	-13%	-10%	1%	2%	-6%[9.22 µM]	?	17%	-7	-14
C(=N\NCc1ccccc1)/c1ccc2nccnc2c1	6%	0%	10%	6%	-8%	-3%	0%	14	-2
Cc1ccc(-c2nn(CC(=O)N3CCOCC3)c(=O)c3ccccc23)cc1S(=O)(=O)N(C)C	?	-5%	-2%	-8%	3%	-2%	5%	2	-1
CC(C)NC(=O)Nc1cccc2c1O[C@H](CN(C)C(=O)NC1CCCCC1)[C@H](C)CN([C@H](C)CO)C2=O	-2%	13%	-2%	-4%	18%	-9%	8%	12	15
COc1ccc(C2=CC(c3ccc(N(C)C)cc3)n3nnnc3N2)cc1 (stereo unspecified)	-4%	-18%	.	.	.	.	162%[activator]	3	.
COC(=O)C(NC(=O)c1ccc(F)cc1)(Nc1nc(C)cs1)C(F)(F)F (stereo unspecified)	22%	0%	-1%	-2%	-3%	2%	-1%	4	9
N#Cc1ccccc1CN1C(=O)c2ccccc2S1(=O)=O	-3%	-3%	-4%	0%	-8%	0%	3%	-1	-3
CC1=NN(C(=O)c2csc(C)c2C)C(O)(C(F)(F)F)C1 (stereo unspecified)	7%	0%	1%	6%	-4%	2%	?	3	0
N=c1oc2c3c4c(cc2cc1C(=O)Nc1ccccc1)CCCN4CCC3	14%	17%	-2%	-16%	1.4µM*	4.1µM*	.	5	26
CC1(C)Cc2nc3sc4c(NCCO)ncnc4c3cc2CS1	0%	-5%	-3%	1%	-16%	-1%	0%	1	-3
COc1ccc(/C=N/NC(=O)c2cc(-c3ccccc3OC(C)C)nc3ccccc23)cc1CN1CCOCC1	0%	?	-20%	-24%	27%	8.2µM*	8%	6	?
O=C(Nc1ccccc1)c1cccnc1Nc1ccccc1	-4%	-21%	-20%	-13%	-2%[9.22 µM]	?	16%	1	8
CCOc1cc(C(=O)OCC(=O)c2c(C)[nH]c3ccccc23)ccc1OCC(=O)N1CCOCC1	24%	?	-1%	-1%	-4%	24%	-6%	2	-10
COc1cccc(NC(=O)c2sc3ncn(CC(=O)N4CCN(c5ccccn5)CC4)c(=O)c3c2C)c1	-7%	?	-3%	-6%	-12%	1%	-9%	7	-8
CCOc1ccc(OCC)c(NC(=O)CSc2nc3c(c(=O)n(C)c(=O)n3C)n2CC)c1	6%	?	4%	-9%	-5%	-11%	0%	29	1
COc1cc(C(=O)NCC2CCCO2)cc(OC)c1OC (stereo unspecified)	-4%	-18%	4%	-7%	-2%	11%	8%	6	-5
Cc1cc(=O)oc2c(C)c(OC(C)C(=O)N3CC[C@@]4(O)CCCC[C@H]4C3)ccc12 (stereo partly specified)	0%	0%	-3%	?	-7%	-6%	3%	12	-11
O=C(COC(=O)c1cc(-c2cccc(Br)c2)nc2ccccc12)NCC1CCCO1 (stereo unspecified)	?	-13%	3%	-2%	?	?	-3%	-9	13
O=S1(=O)N=C(N2CCN(Cc3ccc4c(c3)OCO4)CC2)c2ccccc21	1%	-28%	8%	3%	13%	-3%	-28%	-18	-1
O=C(O)COc1ccccc1/C=N/NC(=O)c1cc(-c2ccccc2)nc2ccccc12	1%	28%	4%	1%	-44%[inhibitor]	-4%	6%	-7	0
CCCC(=Nc1ccccc1OC)C1=C(O)CC(c2ccccc2)CC1=O (stereo unspecified)	6%	-17%	-7%	1%	-6%	?	1%	3	i
Cc1c(-c2ccccc2)oc2c(C(=O)N3CCN(c4ccc([N+](=O)[O-])cc4)CC3)cccc2c1=O	6%	?	-1%	1%	7%	15%	-2%[1.53 µM]	-7	-6
CCOC(=O)CSc1nnc(NC(=O)CCc2ccccc2)s1	10%	?	0%	-1%	-25%	23%	7%	4	10
Cc1cc(C(=O)NNC(=O)C(C)(C)Oc2ccc(Cl)cc2)c(C)o1	-8%	-1%	-2%	0%	-9%	-2%	5%	0	4
Cc1ccccc1OCC(=O)Nc1nnc(S(=O)(=O)N2CCCCCC2)s1	-2%	7%	.	.	.	.	12%	-6	.
Cc1cccc(C(=O)NCC(=O)NCCCSc2ccccc2)c1	14%	29%	0%	2%	3%	1%	11%	-3	19
CCN(CCCNC(=O)c1cc2cc3ccc(OC)cc3nc2s1)c1cccc(C)c1	-9%	15%	.	.	.	.	-25%	6	.
CCC(=O)NC(c1ccc(C)cc1)c1cc(Cl)c2cccnc2c1O (stereo unspecified)	?	?	.	.	?	-13%	.	.	.

# Later entries
# Order of results – KB-3-1 tox	KB-V1 cytotox	HT1080-NT tox	HT1080 IDH1KD tx	SW480 rereplic	MCF10A rereplic	HEK293 tox	DRD3 agonist	IL-1B inflam inh
- CN(Cc1ccccc1)CC(O)COc1ccc(CNCc2ccc(Cl)s2)cc1 (stereo unspecified)
  -12%	-24%	21µM*	?	21µM*	16µM*	-33%	-2	-80*
- Cc1ccc(CN(C(=O)c2ccccc2)c2ccccn2)o1
  9%	-7%	.	.	.	.	3%	6	.
- CN1CCC(NC(=S)Nc2cccc([N+](=O)[O-])c2)CC1
  -2%	-2%	-13%	-9%	0%	-2%	-18%	-4	4
- Cc1cccc(N2C(=O)c3cccc4c(N5CCCCC5)c([N+](=O)[O-])cc(c34)C2=O)c1C
  0%	?	-4%	-5%	0%	?	-9%	1	0
- CCONC(=O)Nc1ccccc1
  15%	2%	9%	17%	-4%	1%	-7%	-6	-2
- O=C(Oc1cccc(/C=N/NC(=O)c2ccccn2)c1)c1ccc([N+](=O)[O-])cc1
  -16%	-11%	-26%	-20%	-26%	-15%	-17%	8	i
- O=C(OCC(=O)N1CCOCC1)c1ccc(Cl)nc1
  6%	20%	14%[9.24 µM]	10%	-11%	-3%	7%	4	-7
- CCC1=NN2C(=N)/C(=C/c3c(C)nn(-c4ccccc4)c3Cl)C(=O)N=C2S1
  -5%	-8%	-14%	8%	-324%[inhibitor]	17%	-11%	-2	-3
- CCc1ccccc1NC(=O)C(C)n1nc([N+](=O)[O-])c(Br)c1C (stereo unspecified)
  -8%	-12%	-9%	?	1%	26%	-19%	-5	11
- C[C@H](NC(=O)c1nc[nH]c1C(=O)N[C@@H](Cc1ccccc1)C(=O)OC(C)(C)C)c1ccccc1
  ?	22%	?	?	?	?	11%	-43	?
- Oc1ccccc1/C=N/Nc1ncc(Br)cn1
  ?	?	-2%	?	?	-22%	-30%	-1	15
- Cc1ccc(NS(=O)(=O)c2cc(C(=O)NCCSC3CCCCC3)ccc2C)cc1
  ?	?	?	?	12%	?	-24%	2	-57*
- CC(=O)N1CCc2cc(S(=O)(=O)NCCC(=O)Nc3ccc4c(c3)OCCO4)ccc21
  2%	7%	-2%	-4%	5%	10%	2%	-1	23
- COc1ccccc1CN1CCN(C(=O)c2ccco2)CC1
  -1%	5%	-4%	14%	-10%	-3%	-2%	32*	-5
- COc1ccc(Cn2nnc3c(C)n[nH]c(=O)c32)cc1
  -2%	0%	7%	4%	-3%	0%	1%	18	16
- COc1ccc2nc(/C=N/NC(=O)[C@@H]3CCCN3C(=O)OC(C)(C)C)ccc2c1
  10%	-13%	11%	-5%	3%	0%	2%	8	-11
- CCCCOC(=O)c1ccc(NC(=O)c2cnccn2)cc1
  22%	-4%	4%	-2%	0%	15%	-11%	-1	14
